Screens deposited in PubChem BioAssay by National Center for Advancing Translational Sciences (NCATS).
Pf growth 48h – inhibits P. falciparum growth in the first generation, 48 h | P. falciparum luciferase growth in erythrocytes, 48 h | Potency, µM (doses to about 28.7 µM), inactives show at the highest dose activity change, negative = inhibition, most hits filed as inhibitors | 310,000 compounds, 5.9% hits; note: potency is the fitted concentration of half-maximal effect; % is set by controls: 0 for no effect and ±100 for the full control effect
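Parasite viability was followed by luminescence of a genomically integrated firefly luciferase. Cultures held 0.1% parasitemia at 2% hematocrit (final), incubated under 5% CO2 at 37 C.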
Shiga inhibitor – inhibitors of Shiga toxin in Vero cells. Vero cells, Shiga toxin protein synthesis inhibition reporter. inhibition, % at 38.7 µM. 290,000 compounds, 9.2% hits. AID 2315; in the data active = inhibition mostly above about 28%, no sharp cut-off; inactive = mostly below about 43%; note: 0% is about no effect
AMA1 RON2 block – inhibitors of Plasmodium falciparum AMA1-RON2 interaction; AID 720542; Potency, µM (highest dose often 58.2 µM), inactives show at the top dose activity change, negative = inhibition, most hits filed as inhibitors; AlphaScreen AMA1-biotinylated RON2 peptide binding; 360,000 compounds, 0.2% hits;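 note: potency is the fitted concentration of half-maximal effect; 0% = vehicle wells and -100% = peptide control; nearly all actives have a fitted effect of over 45% in size; some results filed as inactive show a strong effect at the top dose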
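AMA1 (3D7) with his tag at 25 nM final met compounds first, then biotinylated RON2 peptide at 25 nM; detection used donor plus acceptor beads, 10 µg/mL apiece, read by AlphaScreen after 30 min at room temperature.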
Tb PYK inh – T. brucei pyruvate kinase inhibition | 410,000 compounds, 0.12% hits | AID 624173 | Potency, µM (highest dose often 76.8 µM), for the others: at the top dose activity, negative = inhibition, most hits filed as inhibitors | TbPYK enzyme, Kinase-Glo Plus ATP luminescence, 45 min; note: potency is the fitted concentration of half-maximal effect; % is set by controls: 0 for no effect and ±100 for the full control effect; nearly all actives have a fitted effect of over 50% in size
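Luminescence from Kinase-Glo Plus, added after a 45-minute room-temperature reaction, served as the end-point read-out. The enzyme and substrate were preincubated with compound before ADP (130 uM final) initiated turnover. Concentration-effect curves came from normalized qHTS data.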
Pf growth 96h – P. falciparum growth inhibition at 96 hour, primary screen for plastid delayed-death inhibitors | P. falciparum luciferase reporter growth, 96 h | Potency, µM (series often up to 28.7 µM), inactives show at the top dose activity change, negative = inhibition, most hits filed as inhibitors | 320,000 compounds, 6.9% hits | AID 504834; note: potency is the fitted concentration of half-maximal effect; % is set by controls: 0 for no effect and ±100 for the full control effect
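96 h incubation, 37 C, 5% CO2, of luciferase-reporter P. falciparum-infected RBCs (2% hematocrit, 0.05% parasitemia final) with test compounds; endpoint luminescence.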
LmPK inhibitor – inhibitors of Leishmania mexicana pyruvate kinase; Q27686; purified LmPK, Kinase-Glo ATP luminescence, 1 h; Potency, µM (highest dose often 57.5 µM), for the others: at the top dose activity change, negative = inhibition, usual class: inhibitors; 290,000 compounds, 0.37% hits; note: potency is the fitted concentration of half-maximal effect; % is set by controls: 0 for no effect and ±100 for the full control effect
Target sequence (Q27686 whole entry, looked up): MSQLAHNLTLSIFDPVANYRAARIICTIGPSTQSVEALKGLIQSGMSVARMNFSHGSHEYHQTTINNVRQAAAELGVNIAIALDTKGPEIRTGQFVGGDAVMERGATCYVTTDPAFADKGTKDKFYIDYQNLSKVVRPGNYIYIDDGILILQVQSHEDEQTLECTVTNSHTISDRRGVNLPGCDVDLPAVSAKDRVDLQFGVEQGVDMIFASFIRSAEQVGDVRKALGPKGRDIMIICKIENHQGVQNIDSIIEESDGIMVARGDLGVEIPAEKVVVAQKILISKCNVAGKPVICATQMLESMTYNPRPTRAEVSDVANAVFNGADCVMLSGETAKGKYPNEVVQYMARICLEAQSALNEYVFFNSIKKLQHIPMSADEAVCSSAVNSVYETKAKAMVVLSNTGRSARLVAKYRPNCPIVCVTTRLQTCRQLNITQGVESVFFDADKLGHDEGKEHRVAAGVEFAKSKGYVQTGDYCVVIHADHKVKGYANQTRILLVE
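Screened at intermediate enzyme activity to detect both inhibitors and activators: LmPK at 0.1 nM, with a 0.5 nM enzyme column as activation reference. PEP 0.5 mM, ADP 0.1 mM; ATP detected by luminescence after 1 h.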
Cycloheximide cs – counter-screen for Shiga toxin inhibitors: cycloheximide protein synthesis inhibition; cell reporter, cycloheximide protein synthesis inhibition counterscreen; max response, %; 300,000 compounds, 12% hits; AID 2314; in the data active = max response mostly above about 13%, no sharp cut-off; inactive = mostly below about 14%; note: read at 38.3 µM for the half of the compounds with a filed dose; 0% is about no effect
* = called active by the depositor; ? = inconclusive; · = not tested or not shown; & = joins results of further samples; [ ] = remark or other dose. Unless noted, calls come from the whole dose curve; as a rule, active = well fitted curve in the direction sought with a large enough effect; inconclusive = small, poorly fitted or top-dose-only effect, or another doubt; inactive = no such curve, though single readings can be large; an effect the other way counts as inactive or inconclusive.

SMILES | Pf growth 48h | Shiga inhibitor | AMA1 RON2 block | Tb PYK inh | Pf growth 96h | LmPK inhibitor | Cycloheximide cs
CC(C)C(=O)Nc1ncc2c(n1)CC(c1cccs1)CC2=O (centres undefined) | -24% | -2 | 41%[activator] | -2% | 24% | 3% | -6
O=C(CCCNS(=O)(=O)c1cccs1)N1CCc2ccccc2C1 | -10% | 27 | -15% | -3% | · | 1% | 19
O=C(OCc1cccc(F)c1)c1ccc2c(=O)n3c(nc2c1)CCC3 | 0% | 30 | 4% | 0% | ? | 6% | 15
CC(C)c1ccccc1 | 9% | · | 14% | 1% | 47%[activator] | · | ·
COc1ccccc1C(=O)NNC(=O)c1csc(N2CCOCC2)n1 | ? | · | 101%[activator] | 0% | 7% | · | ·
c1ccc2sc(C3CCCNC3)nc2c1 (centres undefined) | 80%[activator] | 70* | -7% | -2% | -1% | -2% | 31*
O=C(NNC(=O)c1ccccc1-c1ccccc1C(=O)O)c1cccc([N+](=O)[O-])c1 | 9% | -3 | -13% | 3% | 17% | -2% | 0
COC(=O)[C@@H](Cc1c[nH]c2ccccc12)NC(=O)CCC(=O)c1ccc(Br)cc1 | 10% | 16 | -8% | 0% | 27% | 4% | 7
COc1ccc(S(=O)(=O)N/N=C(/C)c2ccco2)cc1 | 6% | 130* | 13% | 0% | ? | -13% | 56*
Cc1ccc(S(=O)(=O)c2nnn3c2nc(N2CCN(c4ccccn4)CC2)c2ccccc23)cc1C | ? | 9 | 4% | -2% | 12% | 2% | -7
CCSc1nnc(-c2cccs2)o1 | 29% | 28 | 19% | 1% | · | -1% | 28*
COc1ccc(C2(CNC(=O)c3ccc(Br)o3)CCOCC2)cc1 | -28% | -1 | 0% | -3% | 49%[activator] | 4% | -2
COc1ccc2oc(=N)c(C(=O)Nc3ccc(C)cc3)cc2c1 | 120%[activator] | 27 | 9% | 2% | ? | -2% | 13
CCCCN1C(=O)/C(=C2\SC(N3CCOCC3)=NC2=O)c2ccccc21 | 12% | 99* | 6% | -4% | 67%[activator] | 4% | 28*
NC(=O)N1N=C2/C(=C/c3ccccc3)CCCC2C1c1ccccc1 (centres undefined) | ? | -7 | -2% | 2% | ? | 0% | -2
CCOC(=O)c1ccc(-n2c(O)c(/C=N/NC(=O)C3COc4ccccc4O3)c3ccccc3c2=O)cc1 (centres undefined) | 10% | -2 | 86%[activator] | 4% | -19% | 0% | -1
OC(COCc1cccs1)CN1CCN(c2cccc(C(F)(F)F)c2)CC1 (centres undefined) | 7% | -11 | -3% | 1% | -21% | 2% | -10
O=c1c2ccccc2c(-c2ccccc2)nn1Cc1c(Cl)cccc1Cl | ? | -6 | -3% | ? | ? | 5% | -2
C/C=C/C(=O)Nc1cccc(C2=NOC3(C2)C[C@@H](C(N)=O)N(C(=O)C(c2ccccc2)c2ccccc2)C3)c1 (some centres undefined) | 12µM* | -6 | 0% | 1% | 13µM* | 3% | -1
COc1cc(O)c(C(C)=O)cc1OC | 5% | -6 | -14% | 0% | -2% | 0% | -1
CCOc1ccc(NC(=O)CSc2nnc(COc3c(C)cccc3C)o2)cc1 | 10% | -17 | -1% | -1% | ? | 1% | -3
CCN(CC)S(=O)(=O)c1cccc(-c2nnc(SCCOc3ccccc3C)o2)c1 | ? | -5 | 25% | -4% | ? | 0% | -2
Cc1ccc(CNC(=O)CCNS(=O)(=O)c2cccc3nsnc23)cc1 | 1% | -2 | 11% | 2%&0% | 2% | -6% | -7
CCOc1ccc(/C=N/NC(=O)C(=O)N2CCCCCC2)c2ccccc12 | ? | -13 | 17% | 3% | ? | 4% | -2
CCN1CCN(C(=S)Nc2cccc(Cl)c2)CC1 | 2% | -6 | 0% | -8% | ? | 1% | 1
CCCc1cc(=O)oc2cc(C)c3c(C)coc3c12 | 14% | 34 | -3% | -3% | -11% | -1% | -4
CC(C)NCc1nnc(-c2ccccc2Cl)o1 | 1% | 39* | 12% | 7% | ? | -3% | 15
COc1ccc(/C(N)=N/OC(=O)c2ccco2)cc1 | 379%[activator] | 21 | 10% | -20% | 33%[activator] | 11µM* | 7
CCOC(=O)C1=C(C)N(C)C(=S)NC1c1ccccc1Cl (centres undefined) | 0% | -9 | -3% | -2% | ? | 3% | 2
C=CCOc1ccccc1CN1CCC(Oc2ccc(C(=O)N3CCCCC3)cc2)CC1 | 37% | -2 | -5% | 7% | 10µM* | 2% | -3
O=C(NCc1ccco1)C1CC(=O)N(c2cccc(Cl)c2)C1 (centres undefined) | 28% | -3 | -3% | -5% | -24% | 3% | -6
CCCCN(CC)CCCNC(=O)c1ccc(CS(=O)(=O)c2ccccc2C)o1 | 27% | -3 | 2% | 0% | -1% | 7% | -2
O=C(c1cccc(NC2=NC3CS(=O)(=O)CC3S2)c1)N1CCN(c2ncccn2)CC1 (centres undefined) | 2% | -4 | -6% | -6% | ? | 1% | 1
CCSc1nsc(SCC)c1C(N)=O | 4% | -4 | -4% | 2% | -28% | 0% | -5
O=C1/C(=C\c2ccco2)SC(=S)N1C1CCS(=O)(=O)C1 (centres undefined) | 34%[activator] | 1 | -5% | -10% | ? | 10% | -3
O=C(O)Cn1c(-c2ccccc2)cc2ccccc21 | ? | -8 | -2% | -1% | -27% | -4% | 0
Cc1cccc2cc(CN(CC3CCCO3)C(=O)c3cnccn3)c(=O)[nH]c12 (centres undefined) | -2% | 2 | -11% | 1% | ? | -4% | -4
O=C(CC1(O)C(=O)N(CCc2ccccc2)c2ccccc21)c1ccco1 (centres undefined) | -12% | 21 | 5% | 3% | 55%[activator] | 5% | 11
CCOC(=O)c1c(NC(=O)CCS(=O)(=O)c2ccccc2)sc2c1CC(C)(C)NC2(C)C | -20% | -10 | 1% | -1% | ? | 1% | 5
C/C(=N/NC(=O)c1ccoc1C)c1cccc(NC(=O)C2CC2)c1 | 40%[activator] | 73* | -5% | 10% | 22% | 0% | 63*

Nothing new here: entries from further up.
SMILES | Pf growth 48h | Shiga inhibitor | AMA1 RON2 block | Tb PYK inh | Pf growth 96h | LmPK inhibitor | Cycloheximide cs
C=CCOc1ccccc1CN1CCC(Oc2ccc(C(=O)N3CCCCC3)cc2)CC1 | 37% | -2 | -5% | 7% | 10µM* | 2% | -3
O=C(NCc1ccco1)C1CC(=O)N(c2cccc(Cl)c2)C1 (centres undefined) | 28% | -3 | -3% | -5% | -24% | 3% | -6
CCCCN(CC)CCCNC(=O)c1ccc(CS(=O)(=O)c2ccccc2C)o1 | 27% | -3 | 2% | 0% | -1% | 7% | -2
O=C(c1cccc(NC2=NC3CS(=O)(=O)CC3S2)c1)N1CCN(c2ncccn2)CC1 (centres undefined) | 2% | -4 | -6% | -6% | ? | 1% | 1
CCSc1nsc(SCC)c1C(N)=O | 4% | -4 | -4% | 2% | -28% | 0% | -5
O=C1/C(=C\c2ccco2)SC(=S)N1C1CCS(=O)(=O)C1 (centres undefined) | 34%[activator] | 1 | -5% | -10% | ? | 10% | -3
O=C(O)Cn1c(-c2ccccc2)cc2ccccc21 | ? | -8 | -2% | -1% | -27% | -4% | 0
Cc1cccc2cc(CN(CC3CCCO3)C(=O)c3cnccn3)c(=O)[nH]c12 (centres undefined) | -2% | 2 | -11% | 1% | ? | -4% | -4
O=C(CC1(O)C(=O)N(CCc2ccccc2)c2ccccc21)c1ccco1 (centres undefined) | -12% | 21 | 5% | 3% | 55%[activator] | 5% | 11
CCOC(=O)c1c(NC(=O)CCS(=O)(=O)c2ccccc2)sc2c1CC(C)(C)NC2(C)C | -20% | -10 | 1% | -1% | ? | 1% | 5
C/C(=N/NC(=O)c1ccoc1C)c1cccc(NC(=O)C2CC2)c1 | 40%[activator] | 73* | -5% | 10% | 22% | 0% | 63*

Next results:
SMILES | Pf growth 48h | Shiga inhibitor | AMA1 RON2 block | Tb PYK inh | Pf growth 96h | LmPK inhibitor | Cycloheximide cs
Cc1ccc(C)n1-c1sc2c(c1C#N)CCC(C)C2 (centres undefined) | · | 43 | 2% | -3% | 6.6µM* | 1% | 7
CCS(=O)(=O)N1Cc2ccccc2CC1C(=O)Nc1nnc(SCc2ccc(F)cc2)s1 (centres undefined) | -26% | 14 | 45%[activator] | -6% | ? | 6% | 3
COC(=O)c1c(-n2cnnn2)sc(C)c1C | 0% | 2 | -6% | 1% | 8% | 5% | 5
COc1ccc(CC(=O)Nc2ccc3nc(SC)sc3c2)cc1OC | -18% | 42 | -4% | 4% | ? | 2% | -2
CCOc1ccc(CNC(=O)Nc2ccccc2)cc1 | 11%[0.00184 µM] | 48* | 4% | -16% | 27% | -1% | 22*
COC(=O)/C=C1\S/C(=N\N=C\CC(=O)OC)NC1=O | -20% | -5 | -9% | -8% | -2% | 1% | -2
Cc1ccc(-c2csc(N3CCC(C(N)=O)CC3)n2)cc1 | ? | · | · | -8% | ? | · | ·
C=CCOCCN1C(=O)C2C(c3ccccc3)C=CC(c3ccccc3)C2C1=O (centres undefined) | ? | -17 | -18% | 5% | ? | 9% | -3
Cc1ccc(-c2cc(C(=O)O)c3cc(Br)ccc3n2)o1 | 16% | 13 | -1% | 10µM* | 2% | -25% | 7
CCOC(=O)C1CCN(C(=O)c2ccc(Cl)c(S(=O)(=O)N3CCOCC3)c2)CC1 | -19% | 1 | 1% | 1% | 82%[activator] | -2% | -3
COc1ccc(CCNC(N)=S)cc1OC | 21% | 4 | -7% | -5% | 10µM* | -4% | -2
S=c1[nH]cc(-c2ccccc2)n1-c1cccc(Cl)c1 | -16% | 13 | 18% | ? | -22% | ? | -5
c1ccc2cc(OCc3nc4ccccc4[nH]3)ccc2c1 | 308%[activator] | 108* | 4% | 2% | -19% | -5% | 49*
COc1ccc([N+](=O)[O-])cc1NC(=O)C(C)N(C)Cc1cccc(OC)c1OC (centres undefined) | -18% | -8 | -13% | 1% | ? | 1% | -3
COc1ccc(C)cc1NC(=O)C(OC(=O)C1CC1)c1ccccc1 (centres undefined) | 25% | -5 | -22% | 1% | -17% | 8% | -4
Cc1cccc(N(C)S(=O)(=O)c2c(C)noc2C)c1 | 8% | 2 | 56%[activator] | 5% | 9.3µM* | -2% | -3
CCC(=O)N1c2ccc(S(=O)(=O)N3CCN(CC)CC3)cc2CC1C (centres undefined) | ? | 1 | 2% | 7% | ? | 6% | 1
COc1ccc(-c2cc(C(F)(F)F)nc(SCC(=O)Nc3cc(C)on3)n2)cc1OC | ? | 18 | 2% | 7% | ? | 1% | -4
